GlmU inhibition: inhibition of mycobacterial GlmU enzyme – biochemical, glucosamine-1-phosphate acetyltransferase (AID 1376) | 220,000 tested, 0.25% active | M. tuberculosis GlmU acetyltransferase enzyme assay; higher % means a stronger effect | inhibition, %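 (tested at 30 µM in the primary screen)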, or IC50 in µM where a hit was titrated; in the data active = inhibition above about 13%;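 note: 0% = complete reaction with vehicle and 100% = reaction without substrate; strong numbers were not always called active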
RmlCD inh 1536: M. tuberculosis RmlC/RmlD inhibition; P9WH09+P9WH11; RmlC+RmlD coupled enzyme assay, percent inhibition; primary screen in compound mixtures; inhibition, % at 3.6 µM; 160,000 tested, 0.03% active; in the data active = inhibition mostly above about 34%, no sharp cut-off; note: some results filed as inactive read as strong as hits
Target sequence (P9WH09 whole entry, looked up): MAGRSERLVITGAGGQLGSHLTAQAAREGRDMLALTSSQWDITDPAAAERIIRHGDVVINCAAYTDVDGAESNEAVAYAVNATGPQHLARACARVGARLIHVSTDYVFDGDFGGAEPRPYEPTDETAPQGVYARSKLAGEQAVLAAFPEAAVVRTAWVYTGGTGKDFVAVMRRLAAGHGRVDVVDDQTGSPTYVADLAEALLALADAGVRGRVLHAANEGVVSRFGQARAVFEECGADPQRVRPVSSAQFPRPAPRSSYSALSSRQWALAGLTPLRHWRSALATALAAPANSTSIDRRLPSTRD
Target sequence (P9WH11 whole entry, looked up): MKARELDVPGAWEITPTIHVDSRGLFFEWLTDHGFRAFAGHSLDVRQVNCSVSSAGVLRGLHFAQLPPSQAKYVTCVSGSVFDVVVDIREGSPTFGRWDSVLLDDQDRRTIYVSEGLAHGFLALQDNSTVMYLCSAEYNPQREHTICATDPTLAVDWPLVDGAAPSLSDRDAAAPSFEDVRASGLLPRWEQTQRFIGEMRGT
* = called active by the depositor; / = not tested or not shown. Only part of the results is shown; the hit share may differ from the screen's.

molecule	GlmU inhibition	RmlCD inh 1536
Cc1cc(NS(=O)(=O)N(C)C)ccc1C(C)C	0.8%	/
CCOC(=O)c1nc2ccccc2c(=O)n1-c1ccc(C)cc1C	4.5%	8.6
CCc1c(C)sc(NC(=S)Nc2cccnc2)c1C(=O)OC	1.2%	0.6
O=C(NNC1=NS(=O)(=O)c2ccccc21)C1CC(=O)N(c2ccccc2)C1 (centres undefined)	2.8%	-6.7
Cc1ccccc1-n1c(C)cc(/C=N/NC(=O)c2ccc(CN3CCOCC3)cc2)c1C	-0.7%	-9.9
CCOc1ccc(OCc2ccc(C(=O)N3N=C(C(F)F)CC3(O)C(F)F)o2)cc1 (centres undefined)	-2.3%	-0.4
COc1ccc(NC(=S)NCCN2CCC(C)CC2)cc1	-8.6%	/
CC(C)CNC(=O)NC(=O)COC(=O)c1cccc(NS(=O)(=O)c2ccc(F)c(F)c2)c1	-4.0%	7.3
COc1ccccc1-n1c(SCC(=O)OC(C)C)nc2cccnc21	1.5%	5.7
Cc1ccc(NC(=O)CSc2nnc(-c3ccccn3)n2N)cc1F	2.1%	-12.2
CN(C(=O)COC(=O)c1cc([N+](=O)[O-])ccc1Sc1ccccc1)C1CCS(=O)(=O)C1 (centres undefined)	1.0%	6.0
CCOC(=O)c1sc(NC(=O)C(CC)Sc2nnc3c4ccccc4n(CC)c3n2)nc1C (centres undefined)	-2.1%	7.1
CONC(=O)c1cc(OCC(F)(F)F)ccc1OCC(F)(F)F	1.3%	18.7
Cc1ccc(S(=O)(=O)N2CCC(C(=O)Nc3ccc4c(c3)OCO4)CC2)cc1	3.6%	-5.2
O=C(NCc1cccnc1)C(Cl)(Cl)Cl	4.2%	11.3
CC(=O)c1ccc(OCCCC(=O)Nc2ccc(C)c(S(=O)(=O)N(C)C)c2)cc1	1.8%	4.3
COc1ccc(CNC(=O)Cn2ncn3cccc3c2=O)cc1	-2.4%	2.1
Cc1cc(/C=N\NC(=O)COc2cccc3cccnc23)c(C)n1-c1ccc(Br)cc1	1.7%	-11.9
Cn1nc(C(C)(C)C)cc1C(=O)NNC(=O)c1ccc(C(F)(F)F)cc1	-3.6%	2.2
Cc1cc(C)[n+](C)n1CC(O)Cn1c2ccccc2c2ccccc21 (centres undefined)	0.0%	-9.2

Next part, starting with the last 3 of the part before.
molecule	GlmU inhibition	RmlCD inh 1536
Cc1cc(/C=N\NC(=O)COc2cccc3cccnc23)c(C)n1-c1ccc(Br)cc1	1.7%	-11.9
Cn1nc(C(C)(C)C)cc1C(=O)NNC(=O)c1ccc(C(F)(F)F)cc1	-3.6%	2.2
Cc1cc(C)[n+](C)n1CC(O)Cn1c2ccccc2c2ccccc21 (centres undefined)	0.0%	-9.2
O=C(COc1ccc([N+](=O)[O-])cc1Cl)NCCc1ccccc1	2.5%	5.9
N#Cc1cccc(NC(=O)CC2CCCCC2)c1	0.7%	/
Cc1ccc(Cl)cc1N1CCN(C(=O)C2CCN(S(=O)(=O)c3cccnc3)CC2)CC1	1.0%	-10.0
CN1C(=O)CC(C(=O)O)SC1=Nc1cc(Cl)c(O)c(Cl)c1 (centres undefined)	2.6%	/
O=P1(Nc2cccnc2)COc2ccccc2OC1	-2.0%	-3.6
CCOC(=O)C1CCN(c2ncnc3c2oc2ccc(Cl)cc23)CC1	-0.2%	/
CCOC(=O)C1=C(CNCCc2ccc(Cl)cc2)NC(=O)NC1c1ccc2c(c1)OCO2 (centres undefined)	-7.4%	1.7
COC(=O)c1cc(NC(=S)N2CCN(c3ccccn3)CC2)cc(C(=O)OC)c1	2.3%	-15.9
Cc1cc(C)nc(/N=C(/NC(=O)Nc2ccc(Cl)c(Cl)c2)Nc2cccc(Cl)c2)n1	-7.5%	-5.0
c1ccc(-c2nc(-c3ccncc3)n[nH]2)nc1	3.9%	/
COc1ccc(NC(=S)NC2CCCCC2)cn1	1.6%	-4.3
Cc1[nH]c2ccccc2c1C(O)CN1CCC2(CC1)OCCO2 (centres undefined)	7.4%	/
O=C1C(=Cc2cccs2)C(=O)c2ccccc21	0.9%	/
Cc1ccc(NC(=O)c2ccncc2)cc1[N+](=O)[O-]	-1.3%	0.7
O=C(Nc1ccccc1)c1ccccc1NC(=O)C1CCCCC1	0.7%	2.9
CCCN(CCC)CCNc1c(NC2CCN(C(=O)OCC)CC2)c(=O)c1=O	-2.5%	/
Cc1nnsc1C(=O)NC(C)C12CC3CC(CC(C3)C1)C2 (centres undefined)	-6.4%	5.4
O=C(CN1CC[n+]2c(-c3ccccc3)csc21)c1ccc(Br)cc1	-1.1%	6.7
O=C(N/N=C/C=C/c1ccccc1[N+](=O)[O-])c1cccs1	6.8%	2.0
CCC(C)N1CCN(C(=O)c2cccs2)CC1 (centres undefined)	-2.1%	/

Part of the list above in another layout:
> Cc1ccc(Cl)cc1N1CCN(C(=O)C2CCN(S(=O)(=O)c3cccnc3)CC2)CC1
  GlmU inhibition: 1.0%; RmlCD inh 1536: -10.0
> CN1C(=O)CC(C(=O)O)SC1=Nc1cc(Cl)c(O)c(Cl)c1 (centres undefined)
  GlmU inhibition: 2.6%; RmlCD inh 1536: /
> O=P1(Nc2cccnc2)COc2ccccc2OC1
  GlmU inhibition: -2.0%; RmlCD inh 1536: -3.6
> CCOC(=O)C1CCN(c2ncnc3c2oc2ccc(Cl)cc23)CC1
  GlmU inhibition: -0.2%; RmlCD inh 1536: /

The listing continues.
molecule	GlmU inhibition	RmlCD inh 1536
CCN(CC)CC#CCC(O)(c1ccccc1)c1ccc(Br)cc1 (centres undefined)	-1.2%	8.9
CN(C)S(=O)(=O)c1cccc(NC(=O)COC(=O)CCOc2ccccc2)c1	-5.2%	7.0
CCCNC(=O)CSc1nc2ccccc2c(=O)n1CCC	-1.3%	7.8
O=C(C1CC1)N1CCc2cc(Br)cc(S(=O)(=O)NCCN3CCOCC3)c21	-2.9%	5.0
Clc1ccc(-c2nc(C3CCCCC3)no2)cc1	1.0%	6.1
CCCOc1ccc(C(NC(=O)CC(C)C)NC(=O)CC(C)C)cc1OC	-3.9%	-1.4
Cc1ccc(-c2csc(N=C(N)N)n2)c(C)c1	-1.5%	-6.0
CCOc1ccc(NC(=O)CNC(=O)c2cn(-c3ccccc3OC)c(=O)c3ccccc23)cc1	-2.7%	14.5
CC1(C)CC(O)C(CCC(O)c2ccccc2)C(C)(C)N1 (centres undefined)	0.0%	/
OCCCn1c(C2CCCN2c2nc(-c3ccc(Cl)cc3)cs2)nc2cc(Cl)c(N3CCCCC3)cc21 (centres undefined)	1.2%	/
Clc1ccc(-c2ccnc(-n3cccc3)n2)s1	1.4%	0.4
COc1ccc(/C=C/C(=O)c2ccc(Cl)s2)cc1O	6.9%	-3.4
CCCCc1ccc(NC(=O)c2ccc(NS(C)(=O)=O)cc2)cc1	3.7%	-12.8
Cc1nn(C)c(C)c1N1C(=O)c2cccc3c(Br)ccc(c23)C1=O	10.1%	/
COc1ccc2c(c1)OC(O)(C(F)(F)F)CC2=O (centres undefined)	0.1%	/
COc1ccc(C(=O)C2CCCN(Cc3cn[nH]c3-c3ccc(F)cc3)C2)cc1OC (centres undefined)	-1.7%	-11.2
Cc1ccc(S(=O)(=O)NCCCCCC(=O)Nc2ccccc2)cc1	5.4%	8.6
NNC(=O)CNC(=O)c1ccc(F)cc1	1.6%	/
CC(C)CC(=O)c1c[nH]c(C(=O)NCc2cccnc2)c1	-5.0%	5.4
CC(=O)N1CCN(S(=O)(=O)c2cccc(C(=O)Nc3ccc4c(c3)OCO4)c2)CC1	-1.6%	-2.5
O=C(/C=C/c1ccc(OCCCF)cc1)NCc1ccc(Cl)c(Cl)c1	-1.1%	6.3
COC(=O)[C@H](C)NC(=O)NCc1ccco1	5.4%	0.0
COc1ccc(Cl)cc1NC1=NCC(C)S1 (centres undefined)	3.5%	14.3
CCN(CC)S(=O)(=O)c1ccc(N/N=C/c2ccc(OC)c(OC)c2OC)nc1	0.9%	0.6
CCC1CCCCN1C(=O)c1cc(COc2ccc3ncccc3c2)on1 (centres undefined)	-3.4%	/
Nc1[nH]n2c(=O)cc(-c3ccccc3)nc2c1N=Nc1ccccc1	1.2%	0.8
COc1ccc(N2C(=S)NC3c4cc(Cl)ccc4OC2(C)C3C(=O)N(C)C)cc1 (centres undefined)	-2.1%	-3.8
C=C(C)CSc1nnc2n(Cc3ccccc3)c(=O)c3c4c(sc3n12)CCC4	/	-46.4
COc1ccc(OC)c(NC2=NC3(CCCC3)N=C(N)N2)c1	-1.6%	10.9
CC1(C)N=C(SCC(=O)Nc2ccc(Cl)cc2)C(c2ccccc2)=N1	-4.2%	-13.6
COc1ccccc1OCC(=O)N/N=C1\CCCCc2ccccc21	-5.2%	-5.3
CCC(C)(C)NC(=O)C(OC(=O)c1cc2sccc2n1C)c1ccc(OC)cc1 (centres undefined)	-2.0%	-6.8
CC(C)C(=O)Nc1nnc(-c2ccco2)s1	2.5%	-2.5
COc1ccc(N(CC(=O)Nc2ccc(F)cc2)S(=O)(=O)c2ccccc2[N+](=O)[O-])c(OC)c1	-4.7%	-7.1
O=C(NN=C1CCCCCC1)c1cccnc1	0.1%	-8.9
Cc1ccc(-n2c(SCC(N)=O)nnc2-c2ccccn2)cc1C	8.5%	39.5
Cc1ccc(C)c(NC(=S)NCCN(C2CCCCC2)C2CCCC2)c1	-0.5%	-13.8
COc1ccccc1CN(Cc1nc2ccccc2c(=O)[nH]1)C(=O)Nc1ccccc1C	3.0%	/
CC(C)C(c1nnnn1C1CCCC1)N1CCC(C(N)=O)CC1 (centres undefined)	-6.5%	2.9
Nc1nccc(-c2nn(-c3ccc(Cl)cc3)ccc2=O)n1	2.3%	/
COc1ccc(/C=C2\C(=O)N(c3c(Cl)cc(Cl)cc3Cl)N=C2NC(=O)c2cccc([N+](=O)[O-])c2)cc1	7.4%	5.2
C/C(=C/C#N)Nc1ccc(C)cc1	-2.9%	5.4
Cc1ccc(C(=O)O)cc1S(=O)(=O)NCC1CCCO1 (centres undefined)	9.3%	27.3
CC1CCCC(NC(=O)COC(=O)c2ccccc2NC(=O)c2ccco2)C1C (centres undefined)	4.3%	0.2
CCn1c(/C=C/c2ccccc2[N+](=O)[O-])nc2ccccc2c1=O	4.4%	/
CCn1c(C)nc2cc(S(=O)(=O)C(F)F)ccc21	2.0%	-5.0
Cc1noc(C)c1S(=O)(=O)N(CCc1ccccc1)Cc1ccccc1	-7.5%	13.4
c1ccc2c(c1)oc1c(Nc3ccc(CN4CCOCC4)cc3)ncnc12	1.9%	/
O=C(NCCc1cnn(-c2ccccc2)c1)c1cc(COc2c(F)cccc2F)on1	1.4%	-0.7
COc1cccc(-c2cc(C(=O)NC3CCCC3)no2)c1	0.6%	4.8
COC(=O)[C@H](CCSC)NC(=O)Nc1ccc(OC)cc1	0.0%	-7.1
CC(=O)c1ccc(NC(=O)CSc2nc3nc(C)cc(C)n3n2)cc1	-2.8%	-5.2
CCOC(=O)c1ccc(NC(=O)c2nc[nH]c2C(=O)NC2CCN(C(=O)OC(C)(C)C)CC2)cc1	5.7%	-7.6
CC(=O)NNC(=O)c1cc2sccc2s1	0.5%	-12.4
C=CCOc1ccccc1/C=N/NC(=O)c1ccc(Cl)cc1Cl	-1.7%	-9.8
COc1cc(NC(=O)CCCSc2nc(-c3ccco3)cc(C(F)(F)F)n2)cc(OC)c1OC	-3.1%	/
Cc1ccc2c(c1)N(CC(=O)N(Cc1ccc3c(c1)OCO3)CC1CCCO1)C(=O)C(C)O2 (centres undefined)	-1.9%	6.6
CC1CC(C)CN(S(=O)(=O)c2ccc(F)c(C(=O)Nc3ccc(Cl)cc3F)c2)C1 (centres undefined)	-0.1%	/
CN1CCC(NC(=O)c2cccs2)CC1	-2.2%	10.2
Cc1c(C(=O)Nc2ccc3c(c2)OCO3)sc2ncn(CC(=O)N3CC(C)CC(C)C3)c(=O)c12 (centres undefined)	1.8%	17.3

(more compounds)
molecule	GlmU inhibition	RmlCD inh 1536
N#CCCN(C(=O)COC(=O)c1ccc(S(=O)(=O)Nc2ccccc2)cc1)c1ccccc1	3.4%	4.8
O=C1Nc2c(Br)cc(Br)cc2C1(O)N1CCOCC1 (centres undefined)	-1.3%	-8.8
CC1Cc2nc(SCC(=O)NCC3CCCO3)n(Cc3ccccc3)c(=O)c2S1 (centres undefined)	-3.6%	5.6
Cc1ccc(-c2c[n+](CC(=O)Nc3ccc(C)cc3C)c3n2CCC3)cc1	2.9%	/
CCOc1ccccc1N1CCN(CC(=O)N(CC(C)C)c2c(N)n(CC(C)C)c(=O)[nH]c2=O)CC1	-3.8%	9.2
Cc1ccc(NC(=O)C(=O)NC(C)C2COc3ccccc3O2)cc1 (centres undefined)	-3.5%	6.9
O=C(CSc1nc2ccccc2s1)Nc1ncccn1	-2.8%	-4.2
O=c1cc(O)c2sc3nc(C(F)(F)F)c4c(c3c2[nH]1)CCCCC4	-2.5%	-4.5
CCOC(=O)c1cnc(-n2[nH]c(C)c(Cc3ccccc3)c2=O)[nH]c1=O	-0.8%	-3.2
COc1ccc(OC)c(/C=C/C(=O)NC2=NCCS2)c1	-3.8%	/
